# CCT modulator = modulators of cytosolic chaperonin (CCT/TRiC) activity. purified chaperonin ATPase assay, HTRF ADP detection, 30 min. activity change, % (no concentration beside the values), hits read low. actives 0.3% (n = 360,000). AID 651819; in the data active = activity change below about -30%; note: % is set by controls: 0 for no effect and ±100 for the full control effect
#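 Enzyme 40 or 20 nM (batch-dependent) in Tris pH 7.4/KCl/MgCl2/DTT; cpd 76 uM single point; ATP 10 uM; 30 min 37 °C; Transcreener ADP HTRF detection, 30 min RT; ratio 665/615.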
# WRN helicase inh = inhibitors of human WRN helicase | Q14191 | Potency, µM (series often up to 114 µM), inactives show at the top dose activity change, negative = inhibition, hits mostly inhibitors | actives 0.46% (n = 360,000) | WRN helicase unwinding, fluorescent forked duplex, kinetic; note: potency is the fitted concentration of half-maximal effect; % is set by controls: 0 for no effect and ±100 for the full control effect; nearly all actives have a fitted effect of over 55% in size
#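 WRN at 20 nM final was preincubated with compound for 15 min at room temperature; reaction started with 100 nM forked duplex oligonucleotide carrying fluorophore and quencher plus 2 mM ATP (final). Unwinding followed kinetically by red fluorescence (ex 525/em 598 nm).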
# PI5P4Ka inh = PI5P4K alpha (human) kinase inhibition. P48426. PI5P4Kalpha enzyme, ADP-Glo luminescence, 60 min; stronger effect = lower value. max response, %. actives 1.2% (n = 330,000); active = max response of -50% or lower; inconclusive = between -30% and -50%; inactive = -30% or higher; note: value at the top dose of about 77 µM; % is set by controls: 0 for no effect and ±100 for the full control effect
# Target sequence (P48426 whole entry, looked up): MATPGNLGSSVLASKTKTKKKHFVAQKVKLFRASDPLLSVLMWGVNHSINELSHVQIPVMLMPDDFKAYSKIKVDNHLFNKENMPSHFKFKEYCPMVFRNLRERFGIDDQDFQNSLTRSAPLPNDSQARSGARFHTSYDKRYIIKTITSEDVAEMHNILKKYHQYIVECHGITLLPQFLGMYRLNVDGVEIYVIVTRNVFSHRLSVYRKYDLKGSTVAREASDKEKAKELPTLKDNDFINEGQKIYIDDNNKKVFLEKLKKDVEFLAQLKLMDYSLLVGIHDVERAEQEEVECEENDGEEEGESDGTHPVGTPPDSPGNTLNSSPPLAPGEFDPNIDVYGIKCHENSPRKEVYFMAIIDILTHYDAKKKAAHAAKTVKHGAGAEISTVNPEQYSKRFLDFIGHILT
#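 Luminescence from ADP-Glo served as readout of PI5P4Kalpha activity in a qHTS format. Reaction: enzyme, substrate, compound, ATP at 5 microM final, 60 min at RT.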
# EPAC1 antagonist = blocks human EPAC1 exchange factor; EPAC1 GEF assay, Rap1b-BODIPY-GDP exchange fluorescence; O95398; Potency, µM (titrated, usually from 115 µM), without a hit: top-dose activity change, negative = inhibition, most hits filed as inhibitors; actives 0.14% (n = 360,000);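 note: potency is the fitted concentration of half-maximal effect; plate controls were vehicle for no effect and positive control for full effect; nearly all actives have a fitted effect of over 50% in size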
# EPAC2 ag = EPAC2 (human) agonism | EPAC2 activation, biochemical qHTS; response scale: 100% = 6.5 mM cAMP response | AID 720711 | actives 0.079% (n = 360,000) | Potency, µM (highest dose often 154 µM), inactives show at the highest dose activation, usual class: activators | Q8WZA2; note: potency is the fitted concentration of half-maximal effect; nearly all actives have a fitted effect of over 50% in size
#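 Exchange assay: 100 nM EPAC2 with 250 nM Rap1B-BODIPY-GDP and 50 uM GDP. Fluorescence (ex 480/em 540 nm) read every 5 min for 30 min at room temperature. Data normalized to 6.5 mM cAMP as agonist control.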
# IL-2 act = activators of IL-2; activation, % (series mostly up to about 46 µM); IL-2 activation reporter assay, cell-based qHTS; stimulated with anti-CD3/CD4/CD28 beads; in transgenic mouse T cells; actives 0.065% (n = 360,000); in the data active = activation above about 50%; inconclusive = mostly about 30% to 49%; note: 0% is about no effect
#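 EGFP and DsRed fluorescence is measured by plate cytometry in unstimulated transgenic mouse T cells exposed to compound for 60 minutes, then stimulated 18 hours at 37 degrees C with anti-CD3/anti-CD4 beads plus anti-CD28.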
# EPAC1 agonist = EPAC1 (human) agonism; AID 720707; actives 0.073% (n = 360,000); Potency, µM (top dose mostly 154 µM), without a hit: top-dose activation, actives largely listed as activators; EPAC1 agonist qHTS, biochemical assay; response scale: 100% = response to 6.5 mM cAMP; O95398; note: potency is the fitted concentration of half-maximal effect; nearly all actives have a fitted effect of over 60% in size
#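 Nucleotide exchange assay: 100 nM EPAC1 with 250 nM Rap1B loaded with BODIPY-GDP and 50 uM GDP, room temperature. Fluorescence (480/540 nm) read every 5 min for 30 min; signal change normalized to 6.5 mM cAMP as full agonist.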
# PLK1 PBD block = inhibitors of human PLK1 polo-box domain binding; P53350; Plk1 PBD binding of FITC phosphopeptide, fluorescence polarization; Potency, µM, without a hit: max response, negative = inhibition, usual class: inhibitors; actives 2.8% (n = 360,000); note: potency is the fitted concentration of half-maximal effect; series mostly up to about 57 µM; % is set by controls: 0 for no effect and ±100 for the full control effect; nearly all actives have a fitted effect of over 65% in size
# Target sequence (P53350 whole entry, looked up, the tested form may be a part): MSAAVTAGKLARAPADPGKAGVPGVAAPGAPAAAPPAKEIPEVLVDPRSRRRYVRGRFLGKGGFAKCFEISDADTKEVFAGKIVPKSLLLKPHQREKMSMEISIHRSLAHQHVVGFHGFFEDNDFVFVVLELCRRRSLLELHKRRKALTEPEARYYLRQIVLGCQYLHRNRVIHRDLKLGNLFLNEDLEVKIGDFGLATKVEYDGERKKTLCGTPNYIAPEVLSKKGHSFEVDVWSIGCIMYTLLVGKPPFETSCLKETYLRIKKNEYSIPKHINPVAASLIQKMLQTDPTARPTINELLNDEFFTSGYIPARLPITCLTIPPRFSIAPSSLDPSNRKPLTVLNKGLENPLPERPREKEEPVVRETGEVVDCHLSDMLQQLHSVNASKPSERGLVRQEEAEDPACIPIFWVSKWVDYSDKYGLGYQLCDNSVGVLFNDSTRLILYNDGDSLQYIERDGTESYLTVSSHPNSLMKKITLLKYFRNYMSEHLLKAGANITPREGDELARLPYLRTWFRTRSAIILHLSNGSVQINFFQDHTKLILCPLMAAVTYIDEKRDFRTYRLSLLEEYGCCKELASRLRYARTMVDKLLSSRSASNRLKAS
# Numbers without * were called inactive; ? = inconclusive; / = not tested or not shown; [ ] = another dose, or the depositor's remark. Unless noted, calls come from the whole dose curve; as a rule, active = well fitted curve in the direction sought with a large enough effect; inconclusive = small, poorly fitted or top-dose-only effect, or another doubt; inactive = no such curve, though single readings can be large; an effect the other way counts as inactive or inconclusive.
SMILES,CCT modulator,WRN helicase inh,PI5P4Ka inh,EPAC1 antagonist,EPAC2 ag,IL-2 act,EPAC1 agonist,PLK1 PBD block
Fc1ccccc1/C=N/Nc1ncnc2ccccc12,0.9,-6%,-1,2%,7%,0.7,-1%,-1%
CCOc1ccnc(OCC)c1Br,0.7,6%,-8,15%,2%,1.0,-2%,-1%
COc1ccc(C(=O)N2CCN(Cc3nc(CC4CC4)no3)CC2)cc1,-1.9,-1%,1,-3%,4%,0.1,17%,-7%
CCCN1C(=O)/C(=C/c2ccccc2OCc2ccc(C(=O)O)cc2)NC1=S,1.6,-30%,-1,-19%,5%,1.5,-5%,-17%
C=CCN(CC=C)S(=O)(=O)c1ccc(NC(=S)NC(=O)C2CC2)cc1,-1.5,-9%,1,-25%,8%,-3.6,-13%,-26%
Cn1cc(C(=O)N2CCN(c3cccc(Cl)c3)CC2)c(=O)c2cc(S(=O)(=O)N3CCOCC3)ccc21,2.3,-2%,5,1%,-4%,0.2,11%,-7%
NC(=S)c1cc2cc(Br)ccc2oc1=O,-3.9,-8%,3,7%,4%,-3.9,3%,?
CC(=O)c1cccc(NC(=O)C(C)Sc2nnc3ccccn23)c1 (configuration not stated),1.9,2%,1,12%,1%,-1.6,-11%,4%
O=C(N/N=C/c1ccc[nH]1)c1ccc([N+](=O)[O-])cc1,-3.6,-31%[57.1 µM],-4,-1%,12%,-2.1,5%,-13%
CCCS(=O)(=O)NC(=O)C1(C)CCN(C(=O)c2ccc3ccccc3n2)C1 (configuration not stated),-0.1,1%,-1,-4%,4%,0.9,2%,4%
COc1ccc(S(=O)(=O)N2CCCCCC2)cc1C(=O)N(C)Cc1ccc(Cl)cc1Cl,-1.9,-1%,3,-18%,12%,-0.5,13%,-13%
Cc1ccccc1NC(=O)Cn1nnc(S(=O)(=O)c2ccc(C(C)(C)C)cc2)c1N,1.1,-12%[11.6 µM],-11,-17%,5%,-2.1,0%,-13%
CCCCNC(=S)Nc1cccc2cnccc12,-0.5,-1%,-8,9%,-1%,0.1,-12%,?
COc1ccc(Cl)cc1C(=O)NCc1ccc2c(c1)OCO2,-0.5,1%,-4,-13%,2%,0.1,2%,-19%
Cc1nn(-c2ccccc2)c2[nH]c(C(F)(F)F)cc(=O)c12,-2.6,-10%,2,2%,2%,-1.0,4%,0%
COc1ccc(N(CC(=O)NCc2ccc(F)cc2)C(=O)c2snc(C(N)=O)c2N)cc1OC,-1.5,-5%,-7,-13%,2%,-0.8,-5%,-4%
O=C(NCC(=O)N1CCN(C(=O)c2ccco2)CC1)c1cccc(Cl)c1,0.0,5%,-3,-13%,9%,1.0,9%,-15%
CC(=O)c1cccc(NC(=O)CO/N=C2/CCCc3nonc32)c1,0.3,-1%,-9,-15%,3%,-0.6,7%,-21%
COc1ccc(S(=O)(=O)Nc2cccc(C(C)=O)c2)cc1Br,2.0,-4%,12,9%,6%,-0.8,-6%,-5%
COc1ccc(/C=N/NC(=O)OC(C)(C)C)cc1OC,-0.2,-5%,4,-4%,-3%,-2.1,2%,-2%
C[C@H](CO)N1C[C@H](C)[C@@H](CN(C)C(=O)Nc2ccc(C(F)(F)F)cc2)Oc2ccc(NC(=O)C3CC3)cc2C1=O,-0.5,-10%,1,-5%,2%,-0.4,-12%,-6%
Cc1ccc(-n2ncc3c2CCCC3NC(=O)c2ccoc2)cc1C (configuration not stated),-3.2,-21%,6,-15%,3%,-3.9,1%,2%
C/C(=N\NC(=O)COc1ccc(C)cc1[N+](=O)[O-])c1cccs1,0.7,-3%,1,-5%,1%,2.3,6%,-2%
CC(=O)N1CCc2ccc(S(=O)(=O)N3CCc4ccccc43)cc21,-2.6,-7%,-8,9%,6%,-0.6,3%,2%
COc1ccc(C2(C(=O)O)CCCC2)cc1,-0.9,-4%,/,0%,11%,-2.5,0%,-1%
CCOc1cc(S(=O)(=O)NCCCn2ccnc2)ccc1Cl,-2.4,2%,1,1%,9%,-0.3,3%,5%
O=C(c1ccc(Br)o1)N(c1ccc(Br)cc1)C1C=CS(=O)(=O)C1 (configuration not stated),-1.8,6%,/,-5%,9%,-0.3,-1%,-5%
COc1ccc(/C=C2\CCc3ccccc3C2=O)cc1OC,1.8,-8%,9,-15%,6%,-0.2,14%,1%
CC(C(=O)Nc1cc([N+](=O)[O-])ccc1Cl)N1CCN(c2ccc(O)cc2)CC1 (configuration not stated),-1.3,-4%[11.6 µM],-66*,-13%,-2%,0.7,6%,-11%
CCOC(=O)C1=C(C)NC2=C(C(=O)CC(C)(C)C2)C1c1coc2ccccc2c1=O (configuration not stated),1.6,2%,/,0%,-3%,-1.9,-2%,-1%

# Single values from the entries so far:
# IL-2 act result of `CC(C(=O)Nc1cc([N+](=O)[O-])ccc1Cl)N1CCN(c2ccc(O)cc2)CC1` (configuration not stated) stands at 0.7
# PLK1 PBD block result of `COc1ccc(/C=C2\CCc3ccccc3C2=O)cc1OC` stands at 1%

# Next section
SMILES,CCT modulator,WRN helicase inh,PI5P4Ka inh,EPAC1 antagonist,EPAC2 ag,IL-2 act,EPAC1 agonist,PLK1 PBD block
COc1ccc(C(CCNCc2ccc(N(C)C)cc2)c2ccccc2OC)cc1 (configuration not stated),-3.1,-1%,14,-26%,22%,-3.9,2%,-19%
COc1ccc(C2N(Cc3ccccc3)CCN2Cc2ccccc2)cc1[N+](=O)[O-],-2.3,-10%,8,22%,6%,6.3,7%,-7%
Cc1nn(-c2ccccc2)c(C)c1P(=O)(c1ccccc1)N(C)C (configuration not stated),0.2,-4%,/,7%,15%,0.8,12%,-8%
Cc1nnc2c3ccccc3c(-c3cccc4ccccc34)nn12,-1.1,1%,/,3%,2%,-0.3,6%,-5%
COc1cc(/C=C2/SC(=S)N(CCC(=O)Nc3ccc(C(=O)O)cc3)C2=O)cc(OC)c1OC,-1.0,4%[11.6 µM],2,-9%,8%,-0.3,10%,?
COc1ccc(/C=N/NC(=O)CNC(=O)C2COc3ccccc3O2)cc1OC (configuration not stated),-1.1,0%,-7,12%,13%,-2.1,-3%,0%
Cc1nnc(SCC(=O)Nc2ccc(Cl)cn2)[nH]c1=O,-0.7,-11%,-18,4%,7%,-3.1,-5%,-2%
Cc1ccc(NC2CC(=O)N(c3ccc(N4CCCCC4)cc3)C2=O)cc1 (configuration not stated),-1.7,-9%,/,-5%,7%,0.1,17%,1%
CCN1CCN(CCNC(=O)c2ccc3c(c2)NC(=O)/C(=C\c2cccc(Cl)c2)S3)CC1,1.4,8%,-64*,0%,19%,-0.7,3%,-9%
COc1ccccc1CNC(=O)CCNS(=O)(=O)/C=C/c1ccc(C)cc1,-5.4,2%,1,0%,5%,0.2,-11%,4%
COCc1nnc(NC(=O)c2cccc(NC(=O)c3ccccc3)c2)s1,-0.6,-13%,3,?,5%,-1.0,-4%,?
NC1=NC[C@H](c2ccccc2)N1CC1CCCCC1,0.4,-32%,5,4%,15%,-1.5,9%,-15%
O=C(OCC(=O)N1CCOCC1)c1cncc(Br)c1,0.2,7%,0,-1%,10%,0.0,13%,-6%
O=C(Cc1ccccc1)NCC(=O)N/N=C/c1ccc(Cl)cc1,-0.4,-14%,8,-4%,5%,2.4,-2%,-9%
COc1ccc(OC)c(C(=O)N2CCCC(Nc3ccc(F)cc3)C2)c1 (configuration not stated),-1.3,-21%,0,-26%,10%,1.6,11%,-11%

# Ordered by heavy-atom count (ascending): three of the compounds above.
SMILES,CCT modulator,WRN helicase inh,PI5P4Ka inh,EPAC1 antagonist,EPAC2 ag,IL-2 act,EPAC1 agonist,PLK1 PBD block
Cc1ccc(NC2CC(=O)N(c3ccc(N4CCCCC4)cc3)C2=O)cc1 (configuration not stated),-1.7,-9%,/,-5%,7%,0.1,17%,1%
CCN1CCN(CCNC(=O)c2ccc3c(c2)NC(=O)/C(=C\c2cccc(Cl)c2)S3)CC1,1.4,8%,-64*,0%,19%,-0.7,3%,-9%
COc1cc(/C=C2/SC(=S)N(CCC(=O)Nc3ccc(C(=O)O)cc3)C2=O)cc(OC)c1OC,-1.0,4%[11.6 µM],2,-9%,8%,-0.3,10%,?

# (list continues)
SMILES,CCT modulator,WRN helicase inh,PI5P4Ka inh,EPAC1 antagonist,EPAC2 ag,IL-2 act,EPAC1 agonist,PLK1 PBD block
CC1(C)CC(=O)C(C(N)=NC(=O)c2ccc([N+](=O)[O-])cc2)=C(O)C1,0.9,-5%,1,3%,-5%,0.4,1%,-2%
CCCOc1ccc(N2C(=O)CC(N(Cc3ccc(S(N)(=O)=O)cc3)C(=O)CC)C2=O)cc1 (configuration not stated),-0.6,5%,4,-21%,11%,0.4,6%,-8%
C/C(=N\NC(=O)CC#N)c1ccc(Oc2ccccc2)cc1,-3.7,-1%,-3,-15%,7%,-0.3,4%,-8%
CC1(c2ccc3c(c2)OCCO3)NC(=O)N(CC(=O)c2ccc[nH]2)C1=O (configuration not stated),4.1,-16%,-53*,3%,-3%,2.0,-5%,1%
CC(Sc1nncn1C)C(=O)Nc1ccccc1-c1ccccc1 (configuration not stated),-2.0,-8%,/,-20%,9%,-0.9,12%,-5%
CCc1ccccc1NC(=O)CN(C)C(=O)CN1C(=O)NC2(CCCCCC2)C1=O,-1.1,4%,/,8%,8%,-2.8,-2%,-5%
CC(C)CNC(=S)NC(=O)c1ccc(F)cc1,-1.1,-24%,18,-21%,2%,0.0,-5%,6%
N#Cc1nc2ccccc2n1OCc1ccccc1,0.1,5%,5,-8%,6%,-2.9,8%,-7%
N#CCC(=O)NCCCOC(=O)Nc1ccc(Cl)c(Cl)c1,0.1,-4%,/,-7%,4%,-2.5,6%,-6%
C/C(N)=C(/C#N)C(=O)CSc1nnc(Nc2ccccc2)s1,-1.5,-11%,-12,-8%,5%,-2.6,1%,-16%
COc1ccc(CNC(=O)CCC(=O)N2CCN(S(=O)(=O)c3ccc(Cl)cc3)CC2)cc1,0.3,5%,0,-15%,4%,-2.8,1%,-6%
CCN1C(=O)CC(N2CCC(c3nc4ccccc4[nH]3)CC2)C1=O (configuration not stated),1.0,4%,-7,4%,-4%,0.8,-3%,-2%
Cc1ccc(C(=O)CN(C(=O)c2ccc(Cl)c(Cl)c2)N2C(=O)C3CCCCC3C2=O)cc1C (configuration not stated),-2.1,-4%,/,5%,-2%,0.2,6%,3%
C=CCn1c(SCC(=O)c2c(N)n(C3CC3)c(=O)[nH]c2=O)nnc1-c1ccoc1C,-0.5,7%,-2,-8%,-3%,-0.7,-3%,6%
CCOCCCNC(=O)c1cc(-c2cccnc2)nc2ccc(S(=O)(=O)N3CCC(C)CC3)cc12,1.3,0%,5,-10%,-4%,2.6,-7%,-3%
O=C(CSc1ncnc2scc(-c3ccc(F)cc3)c12)c1ccc2c(c1)OCCO2,-8.8,-2%,11,7%,5%,-1.1,4%,-22%

# Only part of the results is shown, so the mix of outcomes need not match the whole.
